Assay outcomes (PubChem)
FBW7 activator – activators of human E3 ligase FBW7 | AlphaScreen FBW7–phospho-cyclin E peptide binding, activator screen | normalized activity (activation), % at 26.1 µM | actives 0.13% (n = 650,000) | AID 1259310; in the data active = normalized activity above about 1.9%;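 also: purified mutant Fbw7 with reduced substrate affinity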
Target sequence (Q969H0 whole entry, looked up): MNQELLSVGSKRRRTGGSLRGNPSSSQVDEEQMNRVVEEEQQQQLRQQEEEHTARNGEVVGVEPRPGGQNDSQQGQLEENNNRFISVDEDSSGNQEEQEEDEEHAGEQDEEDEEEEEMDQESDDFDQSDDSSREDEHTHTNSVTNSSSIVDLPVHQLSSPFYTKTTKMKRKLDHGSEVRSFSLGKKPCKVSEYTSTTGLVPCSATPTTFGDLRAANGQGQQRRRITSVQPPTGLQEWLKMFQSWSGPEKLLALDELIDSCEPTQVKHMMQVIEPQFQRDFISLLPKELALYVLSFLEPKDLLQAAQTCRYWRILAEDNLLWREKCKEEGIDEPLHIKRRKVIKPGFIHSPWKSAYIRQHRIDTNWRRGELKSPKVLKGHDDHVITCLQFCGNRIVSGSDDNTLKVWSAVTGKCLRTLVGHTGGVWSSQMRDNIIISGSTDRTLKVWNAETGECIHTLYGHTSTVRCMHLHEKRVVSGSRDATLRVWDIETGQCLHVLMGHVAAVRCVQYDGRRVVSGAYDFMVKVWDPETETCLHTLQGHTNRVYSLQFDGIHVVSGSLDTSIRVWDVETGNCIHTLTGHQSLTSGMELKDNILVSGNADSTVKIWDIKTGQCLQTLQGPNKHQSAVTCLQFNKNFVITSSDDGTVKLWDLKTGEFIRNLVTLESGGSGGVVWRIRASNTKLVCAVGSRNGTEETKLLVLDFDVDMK
TEAD-YAP block – TEAD-YAP interaction inhibition; actives 1.4% (n = 640,000); HEK-TIYL cells, TEAD-Gal4/YAP UAS-luciferase luminescence; inhibition, % at 9.12 µM; in the data active = inhibition above about 32%;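 also: 0% = median of test compound wells and 100% = reference inhibitor wells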
GPR151 activ – activators of human GPR151 | PathHunter beta-arrestin GPR151 cells, luminescence | activation, % at 11.2 µM | actives 1% (n = 650,000) | AID 1508602; in the data active = activation above about 4.9%;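 also: 0% = median of compound wells and 100% = cells with positive control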
MITF primary – human MITF inhibition, primary screen. AlphaScreen MITF homodimerization, bead proximity signal. inhibition, % at 2.6 µM. actives 0.91% (n = 650,000); in the data active = inhibition above about 50%;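 also: 0% = vehicle wells with protein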
Active calls of the source: *; x = no result given.

Abbreviations: A = FBW7 activator; B = TEAD-YAP block; C = GPR151 activ; D = MITF primary
CCc1csc2ncc(C(=O)Nc3cc(C(C)(C)C)on3)c(=O)n12
  A = -0.4	B = 4.8	C = -0.3	D = 3.2

O=c1c2cc3c(=O)n(CCOc4ccccc4Cl)c(=O)c3cc2c(=O)n1CCOc1ccccc1Cl
  A = 0.0	B = -1.1	C = 0.9	D = 0.1

CC(=O)Nc1ccc(-c2nnc(-c3cccc(C)c3)o2)cc1
  A = -0.1	B = -68.6	C = -1.4	D = 2.0

C=CCn1c(CCNC(=O)c2cccc(C)c2)nnc1SCC(=O)NC1CCCCC1
  A = 0.1	B = -1.6	C = -1.7	D = 16.2

COc1ccc(OC)c(NC(=S)NC(=O)COc2ccccc2)c1
  A = -0.1	B = -13.3	C = 0.1	D = -4.7

Cc1cc(Cl)ccc1OC(C)C(=O)Nc1nncs1 (stereo not drawn)
  A = 0.1	B = 17.0	C = -0.7	D = 8.0

COc1cc(/C=C2/NC(=O)NC2=O)cc(I)c1OC
  A = 0.1	B = -4.7	C = 0.4	D = 0.9

CCN1/C(=C/c2ccc3ccccc3[n+]2CC)Sc2cc(NC(C)=O)ccc21
  A = -0.1	B = 4.0	C = -0.3	D = -7.4

O=C(Nn1c(C2CCC2)nc2cc(Cl)ccc2c1=O)c1ccncc1
  A = -0.1	B = -5.5	C = -1.9	D = -16.4

CS(=O)(=O)N(CC(=O)Nc1ccc(C(N)=O)cc1)c1ccc(Br)cc1
  A = -0.1	B = -6.1	C = 0.1	D = -7.3

O=C(O)c1ccccc1C(=O)N1CCC(C(=O)c2cccc(Cl)c2)CC1
  A = 0.1	B = 0.5	C = 0.2	D = -5.1

Cc1oc2cc(Br)c(OCC(=O)C(C)(C)C)cc2c1C(=O)OC(C)C
  A = 0.1	B = 0.9	C = -0.5	D = -5.2

CCCCC(c1nnnn1CCOC)N1CCN(C)CC1 (stereo not drawn)
  A = 0.2	B = 2.5	C = -0.3	D = 4.5

C/C(=N/Nc1ncc(Br)cn1)c1ccc(Br)cc1
  A = 0.1	B = -42.4	C = 0.9	D = 8.1

COc1ccccc1N=C1S/C(=C\c2ccccc2)C(=O)N1c1ccccc1OC
  A = 0.1	B = 5.9	C = 3.1	D = 1.8

CCC1C(=O)N=C(SCC(=O)Nc2cccc3ccccc23)NC1=O (stereo not drawn)
  A = -0.1	B = -0.2	C = 1.9	D = 5.7

COc1ccc(OC)c(NC(=O)c2cc3nc(-c4cccs4)cc(C(F)(F)F)n3n2)c1
  A = -0.1	B = -5.8	C = -0.2	D = -5.5

CCC1=NN(C(=O)c2ccccc2Br)C(O)(c2ccccc2)C1 (stereo not drawn)
  A = 0.0	B = -6.9	C = -0.5	D = 2.0

CCOC(=O)N1CCN(C(c2cccc(F)c2)c2c(O)cc(C)n(Cc3ccccn3)c2=O)CC1 (stereo not drawn)
  A = 0.1	B = 1.4	C = -1.6	D = -7.7

CCCN1C(=O)c2ccc(C(=O)Nc3ccc(C(C)=O)cc3)cc2C1=O
  A = 0.0	B = 11.6	C = 6.3*	D = -0.3

COc1cccc(C(=O)N[C@H]2C[C@H]3C(=O)N[C@@H](C)C(=O)N3C2)c1
  A = -0.1	B = 0.4	C = -0.4	D = -9.7

Cc1cccc(-n2nc3c(c2NC(=O)C24CC5CC(CC(C5)C2)C4)CSC3)c1C
  A = -0.1	B = -5.4	C = 0.5	D = 1.2

CCCCC1(c2ccc(F)cc2)NC(=O)NC1=O (stereo not drawn)
  A = 0.1	B = -3.6	C = 0.6	D = -3.1

CC(C(=O)NC1CCCC1)N(Cc1cccs1)C(=O)c1ccc(Cl)nc1 (stereo not drawn)
  A = 0.0	B = 3.6	C = -0.1	D = 13.6

O=C(CC1SC(=Nc2ccccc2)N(CCCc2ccccc2)C1=O)Nc1ccccc1[N+](=O)[O-] (stereo not drawn)
  A = 0.2	B = 0.9	C = 1.3	D = 6.3

The results go on.
Abbreviations: A = FBW7 activator; B = TEAD-YAP block; C = GPR151 activ; D = MITF primary
Cc1ccc(-c2cc(C(F)(F)F)n3ncc(C(=O)N(C)CCc4ccccn4)c3n2)cc1
  A = -0.1	B = 4.7	C = 1.8	D = -0.9

O=[N+]([O-])c1ccc(N2CCN(C(=S)Nc3ccccc3)CC2)cc1
  A = 0.1	B = 4.2	C = -0.6	D = 2.4

CC(=O)c1ccc(NC(=O)Cn2nc(C)cc2C)cc1
  A = 0.0	B = -5.9	C = 1.4	D = -1.4

COc1ccc(-c2nnc(C3CCN(S(=O)(=O)c4ccc(Cl)s4)CC3)o2)cc1
  A = 0.0	B = 9.8	C = 0.3	D = -1.1

O=C(CNc1ccccc1C(=O)NCc1ccccc1)Nc1ccc(N2CCOCC2)cc1
  A = 0.0	B = 18.8	C = 0.1	D = 5.0

CN(CC(=O)NCc1ccc(F)cc1)S(=O)(=O)c1cc2c(cc1Cl)NC(=O)CO2
  A = -0.1	B = -5.3	C = 2.8	D = 0.4

COc1ccccc1OCCNC(=O)Cn1cnc2c([nH]c3ccccc32)c1=O
  A = -0.3	B = 6.0	C = -1.2	D = -8.4

Cn1nc(C#CC(C)(C)O)c(C#CC(C)(C)O)c1C#CC(C)(C)O
  A = 0.1	B = -3.1	C = -1.6	D = 16.6

COc1ccc(C2C(C#N)=C(N)N(c3ccc([N+](=O)[O-])cc3)C3=C2C(=O)CC(C)(C)C3)cc1OC (stereo not drawn)
  A = 0.2	B = -3.0	C = -1.4	D = 7.7

CCCC1=NN2C(=N)/C(=C/c3ccc(OCc4ccc(Br)cc4)c(OC)c3)C(=O)N=C2S1
  A = 0.0	B = -53.3	C = 0.5	D = 1.7

Cc1ccc2nc3c(cc(C#N)c(=O)n3-c3cccc(Cl)c3)c(=O)n2c1
  A = 0.7	B = -0.1	C = -0.2	D = 7.6

Nc1ncnc2c1ncn2CCNCCc1ccccc1
  A = 0.1	B = -0.1	C = -0.7	D = 3.5

N/C(=N\O)C(c1ccccc1)c1ccccc1
  A = 0.0	B = -13.2	C = -3.9	D = 1.1

COc1cccc(C=O)c1OS(=O)(=O)c1ccccc1
  A = 0.1	B = 12.9	C = -1.4	D = -2.1

O=C(NC1CC1)c1ccnc(N2CCC(N3CCOCC3)CC2)c1
  A = 0.0	B = -0.2	C = 0.3	D = 0.6

CC12Oc3ccc(Br)cc3C(NC(=S)N1c1ccc(F)cc1)C2C(=O)Nc1ccc(Cl)cc1 (stereo not drawn)
  A = 0.0	B = 6.6	C = 0.2	D = 38.1

CCOc1ccccc1Nc1nnc(SCC(=O)N(C)C2CCS(=O)(=O)C2)s1 (stereo not drawn)
  A = 0.1	B = 5.7	C = 0.7	D = 3.0

CCn1c(=O)cc(OCC(=O)N2CCCc3ccccc32)c2ccccc21
  A = 0.2	B = 3.0	C = -0.6	D = 22.6

Nc1ncnc2c1ncn2[C@@H]1O[C@H](COP(=O)(O)O)[C@@H](O)[C@H]1O
  A = 0.0	B = x	C = -0.3	D = 9.2

CN1Cc2cc(Br)ccc2NC1=O
  A = 1.1	B = -4.2	C = -1.0	D = 20.0

Cc1ncsc1CCOC(=O)c1ccc(Cl)c([N+](=O)[O-])c1
  A = -0.2	B = 15.5	C = 0.2	D = 5.0

O=C(Nc1cc(Oc2ccccc2)cc(Oc2cccnc2)c1)c1nn2c(C(F)(F)F)cc(-c3cccs3)nc2c1Cl
  A = 0.3	B = -9.6	C = -1.0	D = 10.1

CCOC(=O)COc1ccc([N+](=O)[O-])cc1
  A = 0.0	B = 1.6	C = 0.5	D = 4.3

CCCOc1ccc(C(=O)NCCN2CCOCC2)cc1
  A = -0.1	B = 0.4	C = 0.4	D = 1.1

C/C(=N\NC(=O)c1nnn(-c2nonc2N)c1-c1ccccc1)c1cccc(N)c1
  A = 0.1	B = -1.7	C = -0.2	D = 13.8

Some of the entries so far, with two lines to a compound.
Value order – FBW7 activator | TEAD-YAP block | GPR151 activ | MITF primary
> CN1Cc2cc(Br)ccc2NC1=O
  1.1 | -4.2 | -1.0 | 20.0
> Cc1ncsc1CCOC(=O)c1ccc(Cl)c([N+](=O)[O-])c1
  -0.2 | 15.5 | 0.2 | 5.0
> O=C(Nc1cc(Oc2ccccc2)cc(Oc2cccnc2)c1)c1nn2c(C(F)(F)F)cc(-c3cccs3)nc2c1Cl
  0.3 | -9.6 | -1.0 | 10.1
> CCOC(=O)COc1ccc([N+](=O)[O-])cc1
  0.0 | 1.6 | 0.5 | 4.3
> CCCOc1ccc(C(=O)NCCN2CCOCC2)cc1
  -0.1 | 0.4 | 0.4 | 1.1

Further structures follow.
Abbreviations: A = FBW7 activator; B = TEAD-YAP block; C = GPR151 activ; D = MITF primary
Cn1c(/C(C#N)=C/c2ccc(O)c([N+](=O)[O-])c2)nc2ccccc21
  A = 0.0	B = -7.1	C = 0.0	D = 7.2

CCc1ccc(NC(=O)CCn2nc(C)cc2C)cc1
  A = 0.2	B = -5.5	C = -0.2	D = 13.9

COCCCNc1ccc(C(=O)N2CC(C)CC(C)C2)cc1S(=O)(=O)Nc1cc(F)ccc1F (stereo not drawn)
  A = 0.0	B = -12.3	C = 0.4	D = 8.6

Cc1nnc(NC(=O)Cn2nnc3c(cnn3-c3ccc(F)cc3)c2=O)s1
  A = 0.2	B = 3.6	C = 0.5	D = 10.4

CCCOc1ccc(N2C(=O)CC(N3CCN(C45CC6CC(CC(C6)C4)C5)CC3)C2=O)cc1 (stereo not drawn)
  A = 0.1	B = 0.7	C = 0.6	D = -9.2

O=C1CCC(CCC(=O)N2CCC(c3ccccc3Cl)C2)(Cc2ccccc2)N1 (stereo not drawn)
  A = 0.0	B = -24.2	C = 0.7	D = -17.1

CCN(CC(=O)Nc1ccccc1C(F)(F)F)CC(=O)NC1CCCc2ccccc21 (stereo not drawn)
  A = -0.4	B = -5.7	C = -0.5	D = 81.3*

NC(=O)Nn1c(=S)[nH]c2ccccc2c1=O
  A = 0.0	B = 5.5	C = -1.5	D = 0.6

CC1=NOC(=O)/C1=C\c1ccc(OCC(=O)O)c(Br)c1
  A = 0.1	B = -4.0	C = 1.7	D = 41.2

CCOC(=O)C1(CC2CC2)CCN(C(C)Cc2cccnc2)CC1 (stereo not drawn)
  A = 0.0	B = -3.2	C = 1.1	D = 4.1

O=C(c1ccccc1)c1cccc2c(C(=O)c3ccccc3)cccc12
  A = 1.0	B = 3.0	C = -0.8	D = 5.1

CC(CCc1ccccc1)NS(=O)(=O)c1cc2c3c(c1)C(C)C(=O)N3CCC2 (stereo not drawn)
  A = -0.1	B = 4.3	C = 1.8	D = 5.7

COc1cccc(C(=O)COC(=O)c2cncc(Br)c2)c1
  A = -0.2	B = 5.0	C = 0.6	D = -6.9

COc1cc(NC(=O)COc2ccccc2C)ccc1NC(=O)c1ccco1
  A = 0.0	B = -5.1	C = 0.4	D = 16.7

CC(C)C(CC(=O)O)NCc1ccc(N(C)C)cc1 (stereo not drawn)
  A = 0.1	B = 5.2	C = -0.4	D = 5.8

O=S(=O)(c1ccc(F)cc1)N1CCCCC1
  A = -0.1	B = -5.3	C = -0.5	D = -7.9

COc1ccccc1CC(=O)Nc1cc(C)c(Cl)cc1OC
  A = 0.1	B = -20.7	C = -0.3	D = -27.3

COc1ccc2c(c1)CC(c1nc3c(OC)cc(-c4ncnc5[nH]ccc45)cc3c(=O)[nH]1)CO2 (stereo not drawn)
  A = -0.3	B = 0.7	C = 2.8	D = 12.8

O=C(NCc1ccccc1)c1ccc(Cl)c(NC2=NC3CS(=O)(=O)CC3S2)c1 (stereo not drawn)
  A = -0.2	B = 7.5	C = 1.6	D = 8.2

Cc1ccc(CN2C(=O)C(O)(CC(=O)c3ccccc3)c3ccccc32)cc1 (stereo not drawn)
  A = 0.3	B = 2.0	C = -0.5	D = 15.8

COc1ccc(NC(=O)Cn2c(=N)sc3cc(C)ccc32)cc1OC
  A = 0.9	B = 2.3	C = 0.6	D = 2.4

CCOc1c(Br)cc(C2C(C(=O)OC)=CN(C(C)C)C=C2C(=O)OC)cc1OC
  A = 0.6	B = 5.6	C = -0.4	D = -3.5

Cc1onc(-c2ccccc2Cl)c1C(=O)NC(=S)Nc1ccccc1C(N)=O
  A = -0.1	B = 0.1	C = -0.7	D = 4.6

Cc1c(C(=O)N2CCC(C(N)=O)CC2)cccc1[N+](=O)[O-]
  A = -0.1	B = -0.7	C = 0.1	D = 6.8

Cc1ccc(N2C(=O)Cn3c2nc2c3c(=O)n(C)c(=O)n2C)cc1Cl
  A = 0.0	B = -1.5	C = -1.0	D = 11.0

COC(=O)C1=CN(Cc2ccc(OC)c(OC)c2)C=C(C(=O)OC)C1c1ccc(F)cc1
  A = 0.2	B = -20.9	C = -0.1	D = -4.1

CC(C)c1ccc(/C=N/n2c(-c3cccnc3)n[nH]c2=S)cc1
  A = 0.0	B = 1.3	C = -0.8	D = 1.0

COC(=O)c1cn(CC(=O)Nc2cc(Cl)ccc2C)c2nc(C)ccc2c1=O
  A = -0.3	B = 5.9	C = 0.1	D = 10.8
